High-throughput results: PubChem, National Center for Advancing Translational Sciences (NCATS)
DNA Pol III inh: blocks replication by bacterial DNA polymerase III holoenzyme | Potency, µM (highest dose often 57.1 µM), inactives show at the top dose activity change, negative = inhibition | 71,000 compounds, 0.25% hits | reconstituted DNA polymerase III holoenzyme replication, biochemical | AID 603; note: potency is the fitted concentration of half-maximal effect; % is set by controls: 0 for no effect and ±100 for the full control effect
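Reconstituted *E. coli* holoenzyme (0.35 nM Pol III, 1 nM beta, 154 nM SSB, 2 nM primase) was preincubated with compound for 15 min at RT. Synthesis on 1.4 nM ssM13Gori ran 35 min, then was stopped with PicoGreen/EDTA and read as dsDNA fluorescence.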
USP2a inhib: USP2a (human) protease inhibition; USP2a enzymatic assay, qHTS inhibition; AID 927; Potency, µM (titrated, usually from 38.3 µM), without a hit: top-dose activity change, negative = inhibition, usual class: inhibitors; O75604; 60,000 compounds, 0.1% hits;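 note: potency is the fitted concentration of half-maximal effect; nearly all actives have a fitted effect of over 60% in size; plate controls were DMSO for no effect and NEM full inhibition control for full effect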
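20 nM USP2 core + cpd, 30 min RT; add 20 nM Ub-PLA2/20 uM NBD C6-HPC; read Ex460/Em535 at 0 h and 2.5 h. Normalized to NEM; qHTS curve fit/classification.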
BRCT PPI green: BRCA1 BRCT-phosphoprotein interaction inhibition; BRCA1 BRCT-phosphopeptide binding, green fluorescence polarization; Potency, µM (doses to about 76.9 µM), without a hit: at the highest dose activity change, negative = inhibition, actives largely listed as inhibitors; 75,000 compounds, 0.05% hits; AID 875;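 note: potency is the fitted concentration of half-maximal effect; plate controls were peptide without protein for full effect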
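Fluorescence polarization: His-tagged BRCT (~35 kDa BRCA1 C-terminus, 250 nM) bound to 100 nM fluorescein-labeled phosphorylated 10-aa BACH1 peptide, pH 7.3 phosphate buffer with DTT and Tween 20. Compounds incubated 12 min at room temperature; inhibition read as lowered polarization.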
HEK293 cAMP cs: counter-screen for TSHR agonists: cAMP increase in parental HEK293; parental HEK293 CNG cAMP sensor, membrane potential fluorescence; Potency, µM (series often up to 57.1 µM), for inactives: top-dose activation, actives largely listed as activators; 73,000 compounds, 2.5% hits; AID 938; note: potency is the fitted concentration of half-maximal effect; % of control where 0% means no effect; nearly all actives have a fitted effect of over 55% in size
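Parental HEK 293 cells stably expressing a modified CNG channel (no TSHR) report cAMP rise as membrane depolarization. Membrane potential dye with 100 uM RO 20-1724 was loaded for 60 min at room temperature, then compound added for 30 min; fluorescence read at 590 nm.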
Rhodamine fluor: compound autofluorescence in rhodamine spectral region; max dye-equivalent concentration, M; 59,000 compounds, 0.05% hits; Rhodamine-region fluorescence, 547/598 nm, Tris buffer; active compounds read high; AID 594; in the data active = max dye-equivalent concentration above about 11 nM; inconclusive = between about 1.1 nM and that limit
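Read-out is relative fluorescence at 547 nm excitation and 598 nm emission, expressed as dye-equivalent concentration using rhodamine standards on every plate. Each compound was profiled across a concentration series after 15 min in 100 mM Tris, pH 8.0.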
BRCT inh red: disrupts BRCA1 BRCT binding to phosphoprotein, red fluorophore readout; 75,000 compounds, 0.03% hits; Potency, µM (titrated, usually from 76.9 µM), for inactives: at the top dose activity change, negative = inhibition, hits mostly inhibitors; P38398; BRCT-phosphopeptide binding, red fluorescence polarization; note: % is set by controls: 0 for no effect and ±100 for the full control effect
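Fluorescence polarization: 100 nM His-tagged BRCA1 BRCT with 100 nM TAMRA-labelled phospho-BACH1 decapeptide, phosphate buffer pH 7.3 with 150 mM NaCl, DTT, 0.01% Tween 20; 12 min RT. Binding inhibition seen as FP decrease.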
Tau fil binding: tau filament binding. 71,000 compounds, 2% hits. P10636. recombinant tau filaments, thioflavin S fluorescence, 15 h; filaments grown with octadecylsulfate alongside compound. Potency, µM (top dose mostly 57.1 µM), for the others: top-dose activity change, negative = inhibition;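 note: potency is the fitted concentration of half-maximal effect; % is set by controls: 0 for no effect and ±100 for the full control effect; actives lower thioflavin S fluorescence by blocking filaments or displacing dye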
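Recombinant tau protein (human, 1 uM final) plus 30 uM ODS in HEPES pH 7.4 with NaCl, DTT and thioflavine S. Compound present from the start; fluorescence at 510 nm after 15 h, 37 C.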
HADH2 inhib: inhibitors of human HADH2 dehydrogenase. Q99714. recombinant HADH2, NADH fluorescence, beta-hydroxybutyryl-CoA. Potency, µM (titrated, usually from 57.1 µM), without a hit: at the highest dose activity change, negative = inhibition, actives largely listed as inhibitors. 73,000 compounds, 3.4% hits. AID 886; note: potency is the fitted concentration of half-maximal effect; % is set by controls: 0 for no effect and ±100 for the full control effect; nearly all actives have a fitted effect of over 60% in size; many of its hits are not listed in these tables
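E. coli-expressed His-tagged HADH2 tested at 20 nM in alkaline Tris buffer (pH 9.0); oxidation of 90 uM beta-hydroxybutyryl-CoA with 1 mM NAD+ tracked fluorimetrically for 4 min.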
ALOX15 inhib: blocks human 15-lipoxygenase activity; AID 887; P16050; Potency, µM (series often up to 57.1 µM), for the others: top-dose activity change, negative = inhibition, usual class: inhibitors; purified 15hLO-1, xylenol orange hydroperoxide absorbance; 74,000 compounds, 1.4% hits; note: potency is the fitted concentration of half-maximal effect; % is set by controls: 0 for no effect and ±100 for the full control effect; nearly all actives have a fitted effect of over 55% in size
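Hydroperoxide formed from arachidonic acid (50 uM) by purified human 15hLO-1 (40 nM) oxidizes ferrous iron, and the ferric-xylenol orange complex is read at 573 versus 405 nm. Compounds were preincubated 15 min; reaction ran 6 min at room temperature.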
Caspase-1 inhib: caspase-1 (human) inhibition, allosteric or competitive. Caspase-1 enzyme, Ac-WEHD-AFC fluorogenic rate. Potency, µM (top dose mostly 57.5 µM), without a hit: at the highest dose activity change, negative = inhibition, hits mostly inhibitors. 75,000 compounds, 0.03% hits. AID 900;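 note: potency is the fitted concentration of half-maximal effect; plate controls were vehicle for no effect and no substrate for full effect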
Casp7 inh: caspase-7 (human) inhibition, allosteric or competitive; P55210; recombinant caspase-7, Ac-DEVD-AFC fluorescence rate; Potency, µM (highest dose often 57.5 µM), without a hit: at the highest dose activity change, negative = inhibition, usual class: inhibitors; 75,000 compounds, 0.02% hits; active = well fitted inhibition curve with a large enough effect in the main read-out, with a control signal flat, not every such curve was filed as active; inconclusive = small, poorly fitted or top-dose-only effect, or a change in a side signal; note: potency is the fitted concentration of half-maximal effect; % of control where 0% means no effect
* hit, by the source's call; i = inactive; ? = inconclusive; / = no result given; [ ] = remark or other dose. Unless noted, calls come from the whole dose curve; as a rule, active = well fitted curve in the direction sought with a large enough effect; inconclusive = small, poorly fitted or top-dose-only effect, or another doubt; inactive = no such curve, though single readings can be large; an effect the other way counts as inactive or inconclusive. Some of the compounds tested; rates above refer to the full screens.

Start of the data: the first 2 records, ahead of the listing:
compound	DNA Pol III inh	USP2a inhib	BRCT PPI green	HEK293 cAMP cs	Rhodamine fluor	BRCT inh red	Tau fil binding	HADH2 inhib	ALOX15 inhib	Caspase-1 inhib	Casp7 inh
COC(=O)c1sc(NC(=O)C2CCCO2)c(C(=O)OC)c1C (stereo not drawn)	0%	7%	-0.3%	8%	i	0.4%	12%	19%	-3%	0%	-2%
CS(=O)(=O)N(CC(O)Cn1c2ccccc2c2ccccc21)c1ccccc1 (stereo not drawn)	0%	-8%	-1.3%	25%	i	1.0%	13%	-1%	1%	0%	6%

The whole of this part, previewed entries included:
compound	DNA Pol III inh	USP2a inhib	BRCT PPI green	HEK293 cAMP cs	Rhodamine fluor	BRCT inh red	Tau fil binding	HADH2 inhib	ALOX15 inhib	Caspase-1 inhib	Casp7 inh
COC(=O)c1sc(NC(=O)C2CCCO2)c(C(=O)OC)c1C (stereo not drawn)	0%	7%	-0.3%	8%	i	0.4%	12%	19%	-3%	0%	-2%
CS(=O)(=O)N(CC(O)Cn1c2ccccc2c2ccccc21)c1ccccc1 (stereo not drawn)	0%	-8%	-1.3%	25%	i	1.0%	13%	-1%	1%	0%	6%
COc1ccc(C(=O)N2CCC[C@@]3(CCN(Cc4ccccc4)C3)C2)cc1	-11%	11%	-2.2%	?	i	-0.6%	7%	0%	-2%	-1%	-2%
C1=CC2c3ccccc3NC(c3ccncc3)C2C1 (stereo not drawn)	-2%	/	-1.5%	-4%	i	-0.4%	7.9µM*	-20%	?	?	-15%
O=S(=O)(c1ccc(Cl)c(C(F)(F)F)c1)N1CCN(CC(O)COCC2CCCO2)CC1 (stereo not drawn)	-7%	22%	1.0%	1%	i	-0.4%	2%	9%	-9%	2%	0%
CCCC(=O)Nc1nc2ccc(S(N)(=O)=O)cc2s1	5%	/	0.9%	-10%	/	-0.6%	-8%	?	-3%	-14%	-1%
CC(=O)N(Cc1cccnc1)Cc1cc2ccccc2[nH]c1=O	0%	6%	0.6%	0%	i	-0.3%	-2%	6%	1%	0%	0%
CCOC(=O)C1CCCN(C(=O)c2cc3nc(-c4cccc(OC)c4)cc(C(F)(F)F)n3n2)C1 (stereo not drawn)	-3%	23%	-1.1%	17%	i	-1.4%	-26%	-16%	-16%	?	?
O=C(O)c1ccc(COc2c(F)c(F)cc(F)c2F)cc1	-14%	-6%	-1.6%	8%	i	-0.5%	-3%	6%	9%	-1%	-2%
NS(=O)(=O)c1ccc(NC=C2C(=O)OC3(CCCCC3)OC2=O)cc1	0%	-20%	-0.5%	1%	/	-1.8%	0%	-6%	-5%	-2%	0%
CCn1c(SCC(=O)c2ccc(Cl)cc2)nnc1C(C)C	-3%	6%	-0.4%	16%	i	-0.4%	-3%	-29%	-5%	-2%	-1%
CC(=O)NC(CCS(C)(=O)=O)C(=O)Nc1cccc(C)c1C (stereo not drawn)	-8%	/	-1.7%	-3%	/	-0.8%	-7%	2%	1%	-2%	0%
O=c1c2ccccc2nc(SCc2nc(-c3ccccc3)no2)n1-c1ccc(F)cc1	-1%	/	-1.0%	?	/	-0.3%	45%	6%	-10%	-2%	0%
CCCC(=O)Nc1c(C)nn(C(=O)CCC)c1C	6%	-2%	-1.9%	4%	/	-2.1%	3%	-1%	9%	-2%	1%
Cc1cc(C)n(-c2ccc(C(=O)OCC(=O)N(CC(C)C)C3CCS(=O)(=O)C3)cc2)n1 (stereo not drawn)	1%	10%	-0.8%	18%	i	-0.6%	1%	5%	6%	5%	0%
CCn1c(CSc2nnc(C)n2-c2ccccc2)nc2cc(S(=O)(=O)N(C)C)ccc21	-2%	9%	0.8%	-2%	i	-1.9%	6%	11%	5%	1%	-2%
COc1ccc2c(C)cc(=O)oc2c1	/	-12%	-2.8%	/	/	1.0%	/	/	3%	-2%	2%
COc1ccc(CN2CCN(C(=O)c3ccco3)CC2)cc1	3%	6%	0.9%	8%	i	1.1%	8%	7%	11%	2%	-1%
COC(=O)C(C)Sc1nc2c([nH]c3ccccc32)c(=O)n1C (stereo not drawn)	0%	19%	-0.1%	15%	i	0.4%	-9%	12%	-12%	0%	1%
CC(=O)Oc1cc2c(c(C)c1OC(C)=O)CC=C1[C@]3(C)CC[C@]4(C)CC[C@@](C)(C(=O)O)CC4[C@]3(C)CC[C@]12C (stereo partly drawn)	/	53%[activator]	0.0%	/	/	0.1%	/	/	0%	-3%	-5%
CC1=C(c2ccccc2)[N+](=O)C2(CCCC2)N1[O-]	-1%	-2%	-2.1%	21%	/	-2.6%	-13%	-22%	7%	-6%	1%
COc1ccc(OCCSc2nc3ccccc3n2CC(=O)O)cc1	3%	-7%	-3.3%	4%	/	-0.7%	6%	-5%	-6%	-2%	0%
O=C(NC1CCCCC1)C1CCCN(S(=O)(=O)c2cnc[nH]2)C1 (stereo not drawn)	-3%	/	-1.5%	6%	/	1.2%	8%	6%	-3%	-4%	2%
CCCCOC(=O)C1=C(C)Nc2ncnn2C1c1ccc(OCC)c(OC)c1 (stereo not drawn)	-6%	10%	-1.1%	8%	i	0.8%	-5%	7%	1%	0%	-1%
O=C(O)CCNCC(=O)O	-5%[11.4 µM]	/	0.3%[15.4 µM]	-3%[11.4 µM]	i	-0.2%[15.4 µM]	7%[11.4 µM]	15%[11.4 µM]	4%[11.4 µM]	0%[11.5 µM]	3%[11.5 µM]
O=C1CC(c2cccc(Cl)c2)Cc2nc(N3CCOCC3)ncc21 (stereo not drawn)	-1%	-4%	2.9%	5µM*	i	-0.6%	10%	-9%	-4%	-1%	0%
Cn1c(-c2ccccc2)cnc1SCC(N)=O	-7%	-2%	-6.9%	-2%	i	-0.2%	3%	-1%	5%	-5%	-5%
CCn1c2ccccc2c2nnc(SCC(=O)Nc3ccc4c(c3)OCO4)nc21	-4%	11%	0.8%	17%	i	-0.8%	-8%	2%	-9%	3%	0%
CCOc1ccc(-c2nnc(N)s2)cc1	5%	-4%	-1.3%	10%	/	1.5%	-1%	?	9%	-1%	-2%
COCCNC(=O)C(c1ccc(C)o1)N(Cc1cccs1)C(=O)c1snc(C(N)=O)c1N (stereo not drawn)	3%	-1%	-2.7%	-1%	i	-0.7%	-24%	-4%	?	-3%	-3%
Cc1cccc(C)c1NC(=O)N1CCN(C2CCCCC2)CC1	1%	-4%	-0.5%	12%	i	-1.0%	14%	10%	6%	-1%	-1%
Cc1nc2ccc(-c3ccccc3)cc2o1	-2%	-1%	0.3%	10%	i	-0.5%	2%	0%	-18%	-2%	2%
C/C(N)=C(/C#N)C(=O)CSc1nc2cc(Cl)ccc2s1	-3%	39%[activator]	1.9%	6%	i	-0.7%	5%	?	-9%	1%	-9%
O=S(=O)(c1ccccc1Cl)N1CCCC(c2nc(-c3cccnc3)no2)C1 (stereo not drawn)	-4%	12%	0.6%	7%	i	-1.0%	6%	9%	1%	-4%	0%
CCOC(=O)N1CCN(C(=O)C2COc3ccccc3O2)CC1 (stereo not drawn)	6%	8%	-2.4%	2%	/	1.2%	-4%	6%	4%	1%	1%
Cc1nn(Cc2ccccc2)c2sc(C(=O)NCc3cccnc3)cc12	-2%	15%	4.4%	6%	i	-2.3%	24%	6%	8%	2%	1%
CCOC(=O)N/N=C1/C[C@@H](O)[C@@H](O)[C@@H]2[C@@H]3C(=O)N(C[C@@H]4CCCO4)C(=O)[C@H]3CC[C@@H]12	/	/	-2.8%[15.4 µM]	3%[11.4 µM]	/	0.4%[15.4 µM]	/	5%[11.4 µM]	16%[11.4 µM]	?	2%[11.5 µM]
COc1n[nH]c2nncnc12	-3%	-3%	-0.1%	-8%	i	0.4%	5%	-4%	-13%	1%	1%
COc1ccc(OC)c(-n2c(N)c(C(=O)NCC3CCCO3)c3nc4ccccc4nc32)c1 (stereo not drawn)	7%	30%[activator]	0.7%	-7%	i	-1.9%	-12%	77%[activator]	-18%	?	-27%
COC(=O)C1=C(C)NC(=O)CC1c1cc(Br)ccc1F (stereo not drawn)	-2%	3%	-2.4%	14%	i	0.1%	-8%	7%	-5%	0%	2%
COc1ccc2nc(C)cc(C(=O)O)c2c1	-7%	16%	1.5%	12%	i	-1.4%	-19%	25µM*	1%	4%	0%
